Screens deposited in PubChem BioAssay by several laboratories.
CF NFkB block – inhibitors of PAF-induced NF-kB signaling, primary screen, cell-based, GFP fluorescence, uHTS. KKLEB NF-kB-GFP reporter, GFP fluorescence overnight. 360,000 tested, 0.86% active. inhibition, % at 5 µM;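 active = at least 50% inhibition at 5 µM, scaled per plate between neutral and stimulator controls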;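 note: PAF is a Pseudomonas aeruginosa culture filtrate used as stimulus; plate controls were PAF-stimulated DMSO wells for no effect and unstimulated DMSO wells for full effect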
CaV13 ICDI inh – Primary screen for inhibitors of IQ motif and Ca2+-dependent inactivation inhibitor domain binding in CACNA1D, Förster resonance energy transfer in living cells, …; inhibition, % at 12.3 µM; AID 743397; HEK cells, CFP/YFP FRET ICDI-IQ, plate reader, 10 min; percent FRET-ratio fall versus neutral wells; 340,000 tested, 0.098% active;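 active = mean replicate inhibition of at least 30% and at least 1% of replicates passing that level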;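 note: 0% = median of the neutral control wells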
KKLEB cytotox – cytotoxicity in KKLEB CF airway cells, primary screen, cytotoxicity control for CF NF-kB inhibitor project, cell-based, uHTS, fluorescence assay plates | KKLEB CF airway cells viability, ATPlite luminescence, overnight; stronger effect = lower value; cells stimulated with P. aeruginosa culture filtrate | activity change (cytotoxicity), % at 5 µM | 360,000 tested, 0.36% active;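 active = corrected activity change at or below -50% at 5 µM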
PDI inh – inhibitors of human PDI, primary screen, biochemical, turbidity, single point, plate reader; PDI insulin aggregation turbidity, A650, 90 min; 350,000 tested, 0.052% active; Protein disulfide-isomerase (Homo sapiens), P07237; inhibition, % at 10 µM; AID 588391, 2011;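 active = mean inhibition across replicates of 30% or more, whatever share of single replicates reach that level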;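 note: absorbance from insulin aggregation driven by PDI reduction with DTT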
Target sequence (P07237 whole entry, looked up): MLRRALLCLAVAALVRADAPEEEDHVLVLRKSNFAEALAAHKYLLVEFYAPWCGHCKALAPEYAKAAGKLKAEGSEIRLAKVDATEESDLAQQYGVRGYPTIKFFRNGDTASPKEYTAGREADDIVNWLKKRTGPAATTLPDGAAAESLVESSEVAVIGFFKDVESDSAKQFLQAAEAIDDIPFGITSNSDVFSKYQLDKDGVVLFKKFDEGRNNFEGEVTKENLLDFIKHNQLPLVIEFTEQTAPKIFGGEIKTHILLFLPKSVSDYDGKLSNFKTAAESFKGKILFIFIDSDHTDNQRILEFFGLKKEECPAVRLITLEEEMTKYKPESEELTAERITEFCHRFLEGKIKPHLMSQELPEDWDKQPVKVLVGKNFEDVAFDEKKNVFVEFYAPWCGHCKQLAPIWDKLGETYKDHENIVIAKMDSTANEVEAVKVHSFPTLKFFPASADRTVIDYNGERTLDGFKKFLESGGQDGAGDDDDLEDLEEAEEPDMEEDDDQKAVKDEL
HIF-2a block – HIF-2a reporter inhibitors, primary screen, luminescence, 786-0 RCC cells | 786-0 RCC cells HIF-2a reporter, luciferase luminescence, overnight | inhibition, % at 18.8 µM | 360,000 tested, 0.72% active | AID 624352, 2012;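 active = inhibition of the luminescence signal of 40% or more relative to plate controls, in a single-dose primary screen at 18.75 µM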
TRPM1 prom inh – inhibitors of MITF-dependent TRPM1 promoter reporter, primary screen, cell-based, SK-MEL-5, single point, luciferase; SK-MEL-5 TRPM1 promoter luciferase, 24 h; inhibition, % at 12.5 µM; AID 488899, 2010; 330,000 tested, 0.83% active;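 active = mean inhibition across replicates of 60% or more, whatever share of single replicates reaches that level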; note: values of inactives mirror those of a sister screen read the other way
Shn3 3UTR inh – reduction of Shn3 3'UTR firefly luciferase signal, primary screen, Schnurri-3 inhibitor project, cell-based, Clone20 osteoblasts, set 2; Clone20 osteoblast Shn3 3'UTR firefly luciferase, 24 h; inhibition, % at 12.5 µM; 360,000 tested, 0.52% active; AID 588674, 2011;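 active = mean inhibition of at least 75% with every replicate also reaching 75%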;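 note: 0% = median of neutral control wells and 100% = pilot-screen positive control compound; some compounds past the cut are filed as inactive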
NR2E3 ag-1 – NR2E3 agonists in two-hybrid cells, primary screen, cell-based, luminescence, CHO-S, Gal4-NCOR/VP16-NR2E3; 360,000 tested, 0.35% active; luciferase; Photoreceptor-specific nuclear receptor (Homo sapiens), Q9Y5X4; AID 602229, 2012; inhibition of corepressor binding, % at 3.98 µM;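 active = inhibition above the mean of all tested compounds plus 3 SD, cut at about 70% in these data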;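 note: 0% = DMSO with NR2E3 transfected cells and 100% = cells lacking NR2E3 construct; higher means lower luciferase signal from less NR2E3 corepressor binding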
Target sequence (Q9Y5X4 whole entry, looked up, the tested form may be a part): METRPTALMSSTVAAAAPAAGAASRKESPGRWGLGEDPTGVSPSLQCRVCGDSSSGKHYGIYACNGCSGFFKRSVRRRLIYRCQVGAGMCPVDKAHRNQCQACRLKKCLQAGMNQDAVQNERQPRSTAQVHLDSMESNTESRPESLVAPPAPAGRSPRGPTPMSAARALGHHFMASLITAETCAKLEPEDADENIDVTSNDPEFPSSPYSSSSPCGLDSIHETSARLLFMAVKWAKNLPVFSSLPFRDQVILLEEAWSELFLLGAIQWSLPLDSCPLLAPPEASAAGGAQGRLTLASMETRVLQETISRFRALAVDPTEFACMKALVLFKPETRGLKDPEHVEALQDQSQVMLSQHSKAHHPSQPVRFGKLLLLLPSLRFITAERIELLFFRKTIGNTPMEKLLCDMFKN
NR2E3 ag-2 – inhibitors of NR2E3-RetCOR corepressor binding, primary screen, NR2E3 agonist project, biochemical, TR-FRET, GST-NR2E3, biotin-RetCOR; 1536-well; Photoreceptor-specific nuclear receptor (Homo sapiens), Q9Y5X4; AID 2300, 2010; 320,000 tested, 0.12% active; inhibition of corepressor binding, % at 4.78 µM;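 active = percent inhibition above the cutoff of mean plus 3 SD of all tested compounds, set per screening campaign, cut at about 20% in these data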;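 note: 0% = DMSO wells and 100% = biotin wells as full block of FRET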
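System: GST-tagged NR2E3 plus biotinylated RetCOR corepressor; Buffer or medium: pH 7.5 Tris-based buffer; Probe or stimulus: RetCOR corepressor, biotinylated, 7 nM; Doses: compound at 4.8 µM, single dose; Schedule: 5 h incubation at 4 °C; Technique: time-resolved FRET; Evaluation: percent inhibition of TR-FRET ratio; Replication: one well per compound, singlicate testing.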
Peg3 prom inh – Peg3 promoter-driven luciferase inhibitors, primary screen, cell-based, HeLa, luciferase luminescence | inhibition, % at 20 µM | AID 588405, 2011 | 360,000 tested, 1.7% active | HeLa PEG-Prom luciferase reporter, overnight;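 active = inhibition of at least 50% at 20 µM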
Vif imaging – HIV Vif self-association inhibitors, primary screen, imaging, HEK293T, single point. inhibition, % at 7.49 µM. HEK293T cells, Vif self-association by quenched fluorescence, 24 h. 340,000 tested, 0.35% active; in the data active = inhibition above about 50%, passing the limit was not always enough; note: some results filed as inactive read as strong as hits
* = called active by the depositor; . = no result given; + = active, no number.

SMILES | CF NFkB block | CaV13 ICDI inh | KKLEB cytotox | PDI inh | HIF-2a block | TRPM1 prom inh | Shn3 3UTR inh | NR2E3 ag-1 | NR2E3 ag-2 | Peg3 prom inh | Vif imaging
CCN1CCN(Cc2c(O)ccc3c(=O)c(-c4ccc(OC)c(OC)c4)c(C)oc23)CC1 | -4 | . | 3 | -6 | 10 | 5 | 3 | -4 | 1 | 9 | 12
Cc1cccc(Nc2nnc(SCc3cn4ccsc4n3)s2)c1 | -9 | . | 8 | -8 | -123 | -15 | -11 | -50 | 3 | -69 | -2
O=S(=O)(c1ccccc1F)N1CCN(Cc2cc3c(cc2Br)OCCO3)CC1 | 2 | -4 | 11 | 11 | 0 | 8 | 16 | 0 | 2 | 18 | -9
Cc1cc(Oc2nnnn2-c2ccccc2)ccc1Cl | -13 | -8 | 1 | -1 | -27 | -40 | -16 | -6 | 0 | -45 | 1
CSc1ncc(CN2CCN(C3CCN(C(C)C)CC3)C(CCO)C2)cn1 (stereo unspecified) | 10 | 3 | -5 | -2 | 24 | 9 | -35 | 7 | . | 10 | 3
CCOc1ccc(Cc2onc3c2C(=O)CCC3)cc1OCC | 7 | -10 | -12 | 0 | 20 | 5 | -1 | -7 | -1 | -1 | -1
C/C(=N\NC(=O)CC#N)c1cc2ccc(O)cc2oc1=O | -3 | + | -1 | 7 | 8 | 10 | -1 | 5 | 0 | -5 | -5
Cn1c(=O)c2c(nc(SCC(=O)N3CCc4ccccc4C3)n2C)n(C)c1=O | -8 | -9 | -18 | 5 | 7 | 3 | -3 | 7 | 0 | 13 | 7
CC(CCc1ccccc1)NC(=O)c1ccc(F)cc1 (stereo unspecified) | 7 | -6 | -2 | 3 | -10 | -9 | 0 | 9 | -1 | -9 | -6
O=C(NNC(=O)C1CCN(S(=O)(=O)c2cccc(Cl)c2)CC1)C1CC1 | 4 | -2 | -1 | -7 | 16 | -9 | . | -24 | -1 | -4 | 20
COc1ccc(NC(=O)C23CC4CC(C2)CC(n2cnc(Br)n2)(C4)C3)cc1OC | 9 | -7 | 4 | -8 | -2 | -1 | 20 | -3 | 5 | 6 | 11
CCOCCCNC(=S)N(CCN(CC)CC)Cc1cc2cc3c(cc2[nH]c1=O)OCCO3 | 16 | 0 | 0 | 0 | -1 | 24 | -8 | -2 | 3 | -4 | -4
CC(C)CN1C(=O)NC(NC(=O)c2cccs2)(C(F)(F)F)C1=O (stereo unspecified) | 11 | -5 | -12 | 0 | 33 | -3 | -22 | 6 | 0 | 12 | -5
CCCc1cc(=O)[nH]c(SCC(=O)NC2CCCCCCC2)n1 | 11 | -15 | -12 | -4 | 13 | -8 | 12 | -1 | . | 16 | -9
O=Cc1ccc(O)c(O)c1 | -17 | -5 | 15 | 1 | 6 | -13 | -10 | -22 | -2 | -1 | 8
CCOC(=O)CNc1c(-c2ccccc2)nc2ccc(Cl)cn12 | 0 | . | -4 | 5 | -125 | -5 | -39 | -100 | 1 | -104 | 8
CC1C/C(=N\NC(=S)NCc2ccccc2)CC(C)(C)C1 (stereo unspecified) | 3 | -3 | -10 | 3 | 7 | -2 | 3 | 49 | 0 | 3 | 0
Cc1ccc2nc(SC(C)C(=O)NC3CCCc4ccccc43)[nH]c2c1 (stereo unspecified) | 1 | -5 | 4 | -5 | 17 | -2 | -19 | 9 | 0 | 27 | -9
CC1=C(C#N)C(Nc2cc(C)ccn2)(C(F)(F)F)C(=O)N1 (stereo unspecified) | -61 | -5 | -8 | -1 | 2 | 10 | -4 | 7 | 5 | 14 | 9
Cc1c(NC(=O)c2cccc(NC(=O)Cc3ccccc3F)c2)c(=O)n(-c2ccccc2)n1C | 18 | -3 | 18 | -1 | 0 | 6 | 6 | 0 | 1 | -1 | 6
Cc1cc(C)cc(NC(=S)N2CCN(C(=O)c3ccco3)CC2)c1 | 9 | . | -3 | -3 | 2 | 4 | 20 | 12 | 0 | -7 | -9
CC1CC(=O)N(CC(=O)NCc2ccc3c(c2)OCO3)c2ccccc2S1 (stereo unspecified) | 2 | -4 | 3 | -2 | -7 | -3 | 19 | 18 | -5 | 6 | .
COc1cscc1C(=O)O | -11 | -5 | 8 | 4 | 14 | 16 | 3 | -22 | -2 | 7 | 0
Cn1c(CNc2ccc(O)cc2)nc2ccccc21 | 0 | -5 | -4 | 19 | -81 | -4 | -45 | -43 | -7 | -36 | 31
C=CCn1c(SCC(=O)Nc2ccc(C(=O)O)cc2)nc2sc(C)c(C)c2c1=O | 15 | -3 | -5 | 21 | 11 | 0 | -11 | -35 | 2 | 4 | 0
CC(NC(=O)c1ccco1)C(=O)N1CCN(c2ccccc2)CC1 (stereo unspecified) | -2 | . | -7 | -2 | 9 | -3 | 3 | -13 | -1 | 2 | -8
CCn1c(SCC(=O)NCCc2ccccc2)nnc1C(C)C | 4 | -4 | -4 | -3 | 14 | -6 | 9 | -10 | -3 | 20 | -1
CCSc1nc2n(n1)C(c1cccc(F)c1)C1=C(CCCC1=O)N2 (stereo unspecified) | 5 | -7 | -7 | -7 | 14 | 3 | -25 | 8 | 0 | 4 | 1
C[C@H]1COC2=C1C(=O)C(=O)c1c2ccc2c1CCCC2(C)C | 57* | . | -3 | . | -50 | 84* | 9 | -31 | 2 | 48 | 7
CSc1ccccc1OCc1cc(C(=O)N2CCSCC2)no1 | -20 | -3 | 12 | -4 | -263 | -132 | -120 | -122 | 1 | -354 | 6
COc1cc(OC)cc(C(=O)N[C@H](C(=O)OCC(=O)Nc2sccc2C#N)C(C)C)c1 | -15 | -13 | 4 | -1 | 5 | 11 | 11 | 13 | 1 | 12 | -1
CCN1C[C@@H]2[C@@H]3C(=O)N(C)C(=O)[C@@H]3[C@](Cc3ccccc3)(C1=O)N2C(=O)c1ccc(Cl)c(Cl)c1 | -1 | -9 | -14 | 9 | 15 | -9 | -14 | 6 | . | 10 | -1
CC(C)Oc1ccc(S(=O)(=O)N2CCOCC2)cc1NC(=O)CSC(=S)N1CCCC1 | -6 | -9 | 11 | 0 | 17 | . | -11 | -28 | . | 22 | 0
Cc1ccc(S(=O)(=O)Nc2ccc(O)c3cccnc23)cc1 | 59* | -2 | 5 | 6 | 84* | 22 | 27 | 21 | -3 | 78* | 9
Nc1nc(SCc2ccccc2Cl)n[nH]1 | -20 | -4 | 2 | 5 | -7 | -5 | -13 | -15 | 3 | -5 | 8
Cc1cccc(NC(=O)Nc2ccc(C)cc2Br)c1 | 15 | -5 | -20 | -4 | -209 | -31 | -40 | -71 | 0 | -154 | -8
CCCn1c(N)cc(=O)n(C)c1=O | -13 | -4 | 3 | 3 | 4 | -5 | 14 | -17 | 3 | -3 | 4
O=C(/C=C(\c1ccc(Cl)cc1)n1cncn1)c1ccc(Cl)cc1 | 5 | . | -6 | 2 | -66 | 2 | -37 | 16 | -2 | 41 | -7
COCCN(C(=O)c1ccco1)C(C(=O)NC1CCCC1)c1cccs1 (stereo unspecified) | -10 | -5 | -6 | 6 | -4 | 1 | 8 | -13 | -9 | 2 | 10
CCS(=O)(=O)N1CCN(c2cccc(C)c2C)CC1 | 0 | -5 | -4 | 2 | 0 | -15 | 9 | 3 | 1 | -1 | 0

Four entries from above, with two lines to a compound:
Order of results – CF NFkB block, CaV13 ICDI inh, KKLEB cytotox, PDI inh, HIF-2a block, TRPM1 prom inh, Shn3 3UTR inh, NR2E3 ag-1, NR2E3 ag-2, Peg3 prom inh, Vif imaging
> Nc1nc(SCc2ccccc2Cl)n[nH]1
    -20, -4, 2, 5, -7, -5, -13, -15, 3, -5, 8
> CC(NC(=O)c1ccco1)C(=O)N1CCN(c2ccccc2)CC1 (stereo unspecified)
    -2, ., -7, -2, 9, -3, 3, -13, -1, 2, -8
> COc1cscc1C(=O)O
    -11, -5, 8, 4, 14, 16, 3, -22, -2, 7, 0
> Cn1c(CNc2ccc(O)cc2)nc2ccccc21
    0, -5, -4, 19, -81, -4, -45, -43, -7, -36, 31

(listing goes on)
SMILES | CF NFkB block | CaV13 ICDI inh | KKLEB cytotox | PDI inh | HIF-2a block | TRPM1 prom inh | Shn3 3UTR inh | NR2E3 ag-1 | NR2E3 ag-2 | Peg3 prom inh | Vif imaging
CC1(c2ccc3ccccc3c2)NC(=O)N(CC(N)=O)C1=O (stereo unspecified) | -4 | -4 | 7 | 2 | 17 | -6 | 4 | 2 | -1 | -5 | -10
COc1ccc(NCc2nnc(-c3ccccc3)o2)cc1 | -4 | -2 | 5 | 1 | -112 | -24 | 0 | -8 | 1 | -5 | 5
CCn1ncc(/C=N/NC(=O)c2ccc3c(c2)OCO3)c1C | 11 | -3 | -5 | -6 | -59 | 18 | -13 | -76 | -1 | -9 | 4
O=C(Nc1ccon1)c1cc2c(s1)CCCC2 | -8 | -7 | -12 | 0 | -298 | -62 | -59 | -100 | 1 | -283 | -6
CCN(CC)c1ccc(C=NNc2ccc([N+](=O)[O-])cn2)cc1 | -39 | -14 | 0 | -1 | -255 | -42 | -5 | -96 | . | -221 | 3
CC1=NN(c2ccc(Cl)cc2)C(=O)C1 | 8 | 5 | -11 | 5 | 10 | 16 | 4 | -13 | 8 | 10 | 0
CCCCCCN(C(=O)CCCN1C(=O)NC(c2ccc([N+](=O)[O-])cc2)C(C(=O)OCc2ccccc2)=C1C)C(C)C(=O)NCCCC (stereo unspecified) | 13 | . | 4 | 11 | -5 | 22 | 16 | -11 | . | 9 | 0
COc1cccc(CNC(=O)c2nnn(CC(=O)Nc3ccc(C)c(C)c3)c2N)c1 | 19 | -6 | -45 | -1 | 20 | 13 | 24 | 0 | 0 | 14 | 5
O=C(NCc1ccc(Cl)cc1)C1CCN(S(=O)(=O)c2ccc(F)cc2)CC1 | 0 | -5 | 3 | -7 | 12 | 6 | 8 | 14 | 0 | 11 | -8
CN(Cc1ccccc1)C1(CNC(=O)CCC(F)(F)F)Cc2ccccc2C1 | -17 | -21 | 22 | 8 | 14 | 2 | 10 | 5 | -1 | 39 | -7
N#Cc1ccccc1NC(=O)Nc1cccs1 | -2 | . | -5 | -1 | 4 | 5 | 9 | -27 | 2 | 27 | -3
O=C(c1cc(COc2ccc(F)cc2Cl)on1)N1CCCCCC1 | 0 | -6 | -3 | -3 | -254 | -141 | -79 | -80 | -1 | -293 | -12
